# PTAP TSG101 blk – blocks PTAP/TSG101 interaction to inhibit HIV-1 budding | Q99816 | Fluorescence polarization, FITC-PTAP peptide / Tsg101 binding | Potency, µM (series often up to 115 µM), for inactives: at the top dose activity change, negative = inhibition, most hits filed as inhibitors | 340,000 tested, under 10 active | AID 493005; active = well fitted inhibition curve with a large enough effect in the main read-out, with a control signal flat, not every such curve was filed as active; inconclusive = small, poorly fitted or top-dose-only effect, or effect the other way, or a change in a side signal; inactive = no such curve, though single readings can be large or run the other way; note: potency is the fitted concentration of half-maximal effect; % of control where 0% means no effect
#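 FP read-out: FITC-PTAP peptide, 50 nM final, binding Tsg101 binding domain, 10 uM final; 20 min, r.t.; 10 mM HEPES pH 7.5, 0.15 M NaCl, 0.01% Tween 20, 3 mM EDTA, 0.1 mM TCEP.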
# TSHR antagonist – human thyrotropin receptor antagonism. P16473. activity change, negative = inhibition, % at 11.5 µM. TSHR-expressing cells, TSH-stimulated cAMP HTRF, 2 h; stronger effect = lower value. actives 0.2% (n = 330,000);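 active = activity change below a set negative limit, meaning inhibition stronger than a set level, cut at about -70% in these data; inconclusive = activity change between two set negative limits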; note: % is set by controls: 0 for no effect and ±100 for the full control effect
#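 Competitive HTRF cAMP read-out (cryptate anti-cAMP antibody, cAMP-d2; 30 min, room temperature) in freshly harvested TSHR cells. Compounds added before TSH at EC80 (4nM final), followed by 2 hours' incubation at 37 deg C.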
# AT treatment – potential ataxia-telangiectasia treatments restoring KAP-1 phosphorylation; AID 485349; […] A-T fibroblasts, KAP-1 phosphorylation AlphaLISA; neocarzinostatin DNA damage 30 min before lysis; actives 0.19% (n = 320,000); Potency, µM (highest dose often 57.5 µM), without a hit: at the top dose activation, most hits filed as activators; note: potency is the fitted concentration of half-maximal effect; % of control where 0% means no effect; nearly all actives have a fitted effect of over 45% in size
#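 hTERT-immortalized A-T patient fibroblasts ([…]), 500 cells/well in OPTI-MEM, 1% FBS, got compounds for 60 min, then NCS for 30 min at 37C. Lysates were then assayed for phospho-KAP-1 by AlphaLISA (anti-pKAP1 donor, anti-KAP1 acceptor beads), 6 hr at 25C.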
# ASM inhibitor – blocks human secretory acid sphingomyelinase. actives 0.006% (n = 340,000). placental ASM, HMU-PC fluorogenic substrate, 60 min. Potency, µM (top dose mostly 57.5 µM), for inactives: top-dose activity change, negative = inhibition, usual class: inhibitors. P17405; note: potency is the fitted concentration of half-maximal effect
#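 Steps: dispense placental human ASM, pin compound, wait 10 min at room temperature, add HMU-PC0 substrate at 9 uM final, incubate 60 min at 37 °C, add stop solution raising pH to 10, read fluorescence.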
# MBNL1 CUG block – blocks human MBNL1 binding to CUG repeat RNA. TR-FRET MBNL1-His/biotin-(CUG)12 binding, 665/545 ratio. Potency, µM (series often up to 57.5 µM), for the others: at the highest dose activity change, negative = inhibition, usual class: inhibitors. actives 0.036% (n = 280,000); active = well fitted inhibition curve with a large enough effect in the signal ratio, with a control signal flat, not every such curve was filed as active; inconclusive = small, poorly fitted or top-dose-only effect, or effect the other way, or a change in a side signal; inactive = no such curve, though single readings can be large or run the other way; the % refers to the signal ratio; note: potency is the fitted concentration of half-maximal effect; % is set by controls: 0 for no effect and ±100 for the full control effect
#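 TR-FRET readout: Ex 340 nm, 665/545 nm emission ratio, normalized to buffer-only (basal) and MBNL1-(CUG)12 controls. Complex of MBNL1-His with Biotin-(CUG)12, compounds 92 nM–58 uM, incubated 60 min at room temperature.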
# a7 integrin act – activators of alpha7 integrin expression for muscular dystrophy; actives 0.064% (n = 350,000); alpha7betagal myoblasts, beta-gal FDG fluorescence, 48 h; AID 624291; Potency, µM (series often up to 38.3 µM), without a hit: at the top dose activation, actives largely listed as activators;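 note: potency is the fitted concentration of half-maximal effect; 100% = response of the positive control SU9516; nearly all actives have a fitted effect of over 60% in size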
#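 Alpha7betagal+/- myoblasts (passage 13) were plated 16-24 hr, then exposed to compounds (1:260 dilution of DMSO stock) for 48 hours at 37C. After MPER lysis, β-galactosidase reporter activity was read as FDG fluorescence (ex 480/em 540) after 30 minutes.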
# Mito fusion yeast – blocks mitochondrial division or promotes mitochondrial fusion. S. cerevisiae fusion-defective mutant growth rescue, CellTiterGlo 48 h. Potency, µM (highest dose often 46.1 µM), without a hit: at the top dose growth rescue (activation), actives largely listed as activators. actives 0.23% (n = 320,000). AID 485298;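 note: potency is the fitted concentration of half-maximal effect; % of control where 0% means no effect; nearly all actives have a fitted effect of over 45% in size; temperature-sensitive fusion mutants such as fzo1-1 at 37 °C on non-fermentable ethanol glycerol medium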
#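 Compounds are tested for their ability to restore growth of mitochondrial fusion-defective yeast strains at non-permissive 37C in YPEG medium over 48 hours. Viability is quantified by luciferase luminescence.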
# CXXC DNA block – inhibitors of human MLL CXXC domain-DNA interaction. Q03164. MLL-CXXC / FITC-HOXA9 DNA fluorescence polarization. Potency, µM (highest dose often 115 µM), inactives show at the top dose activity change, negative = inhibition, hits mostly inhibitors. actives 0.037% (n = 290,000); active = well fitted inhibition curve with a large enough effect in the polarisation, with a control signal flat, not every such curve was filed as active; inconclusive = small, poorly fitted or top-dose-only effect, or effect the other way, or a change in a side signal; inactive = no such curve, though single readings can be large or run the other way; the % refers to the polarisation; note: potency is the fitted concentration of half-maximal effect
#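 Steps: dispense CXXC domain solution (7 uM) → pin compounds or unlabeled HOX-A9 DNA control → 5 min ambient → add FLSN-HOX-A9 solution (50 nM) → spin → 30 min ambient → fluorescence polarization. Tris pH 7.5/NaCl/DTT/BSA buffer.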
# TCR act – T cell receptor activation; Potency, µM (doses to about 9.22 µM), for inactives: top-dose activation of IL-2 secretion, usual class: activators; 330,000 tested, under 10 active; primary human leukocytes, anti-CD3, IL-2 HTRF, 48 h; AID 504894; note: % of control where 0% means no effect
#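 Activity was scored as IL-2 release from primary human leukocytes given only a TCR signal (a-CD3 beads) plus compound for 48 hr. Detection used a two-antibody HTRF format read at 665nm.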
# Menin-MLL TR inh – displaces Texas Red mutant MLL peptide from human menin; O00255; Menin + Texas Red MLL mutant peptide, fluorescence polarization; Potency, µM (doses to about 61.6 µM), without a hit: top-dose FP activity change, negative = inhibition, usual class: inhibitors; actives 0.23% (n = 270,000); AID 1768; active = well fitted inhibition curve with a large enough effect in the polarisation, with a control signal flat, not every such curve was filed as active; inconclusive = small, poorly fitted or top-dose-only effect, or effect the other way, or a change in a side signal; inactive = no such curve, though single readings can be large or run the other way; the % refers to the polarisation; note: potency is the fitted concentration of half-maximal effect; % of control where 0% means no effect; many of its hits are not listed in these tables
# * hit, by the source's call; i = inactive; ? = inconclusive; . = not tested or not shown; & = joins results of further samples; [ ] = remark or other dose. Unless noted, calls come from the whole dose curve; as a rule, active = well fitted curve in the direction sought with a large enough effect; inconclusive = small, poorly fitted or top-dose-only effect, or another doubt; inactive = no such curve, though single readings can be large; an effect the other way counts as inactive or inconclusive. An excerpt; count on the stated rates, not on these rows.
SMILES	PTAP TSG101 blk	TSHR antagonist	AT treatment	ASM inhibitor	MBNL1 CUG block	a7 integrin act	Mito fusion yeast	CXXC DNA block	TCR act	Menin-MLL TR inh
O=C(CCS(=O)(=O)CCN1CCOCC1)NCNC(=O)CCS(=O)(=O)CCN1CCOCC1	-1%	-19	3%	1%	7%	-23%	1%	0%	-1%	7%
Cc1cc(NC(=O)COC(=O)Cn2[nH]c(=O)c3ccccc3c2=O)c([N+](=O)[O-])cc1C	-1%	0	9%	-8%	.	-11%	.	.	5%	.
Cc1ccccc1-c1n[nH]c(=S)n1C	-1%	-10	-3%	0%	-11%	7%	0%	4%	-1%	.
O=C(/C=C/c1ccccc1)CC(=O)c1ccccc1	0%	.	.	13%	.	-22%	.	.	0%	.
Cc1ccccc1NC(=O)NC1CCS(=O)(=O)C1 (stereo not drawn)	1%	-8	-2%	-1%	0%	-3%	-5%	0%	6%	-1%
COc1ccc2cc(C(=O)O)ccc2c1	-7%	-2	4%	4%	3%	5%	-4%	-28%	0%	-29%
COCCCNC(=O)Cn1cnc2c(NCc3ccccc3)ncnc21	1%	-3	-12%	5%	.	5%	.	.	-7%[46.1 µM]	.
COc1cccc(C2Nc3ccc4ccccc4c3C3=C2C(=O)CCC3)c1O (stereo not drawn)	-4%	-6	0%	28%	3%	25%	3%	-1%	-4%	32%[activator]
Cc1cc(C)n(C(=O)c2ccc(C)o2)n1	1%	10	20%	0%	-4%	1%	0%	-1%	6%	.
O=C(Nc1cccc2cccnc12)c1cc(F)c(F)cc1Cl	1%	-11	17%	-5%	0%	-1%	6%	-3%	-9%	?
CCn1c(CC(=O)Nc2ccc(C)cc2)nnc1SCC(=O)N1CCN(c2ccccc2)CC1	-2%	-1	3%	-2%	-7%	2%	-4%	-1%	-1%	-11%
CC(=O)N/C(=C\c1ccc(Cl)cc1)C(=O)O	-3%	?	12%	6%	-8%	-21%	0%	-14%	-26%	.
COC(=O)c1cc(C(=O)OCC(=O)NC(=O)c2ccccc2)cc([N+](=O)[O-])c1	-2%	-10	2%	-2%	.	15%	-9%	.	-3%	.
CC(/C=C\c1cccnc1)=C/C(=O)O	1%&-6%	1&1	8%&-3%	3%&2%	7%&10%	4%&-10%	5%&2%	-6%&-5%	3%&-1%	-16%
COc1ccc(NC(=O)COC(=O)C23CCC(=O)N2c2ccccc2S3)cc1 (stereo not drawn)	-3%	0	-1%	0%	-3%	2%	0%	-1%	11%	-6%
CCN(CC(=O)Nc1c(F)cccc1F)C(=O)c1ccc(COc2ccccc2)cc1	0%	-6	16%	-2%	.	-10%	20%	.	-1%	.
O=C(Nc1ccccc1C(=O)Nc1ccccc1)c1ccco1	0%	15	-6%	-3%	-5%	-16%	2%	16%	4%	?
Cc1cc(NS(=O)(=O)c2ccc(NC(=O)c3cc(-c4ccccc4Cl)nc4ccccc34)cc2)no1	0%	0	-9%	-13%	?	5%	0%	4%	4%[46.1 µM]	?
COc1ccccc1-c1c(C)oc2cc(OCC(=O)OCc3ccccc3)ccc2c1=O	0%	-13	-1%	-7%	.	-8%	3%	1%	2%[46.1 µM]	?
Cc1ccc(-n2c(C)cc(C(=O)OCC(=O)N(CC(C)C)C3CCS(=O)(=O)C3)c2C)cc1 (stereo not drawn)	-3%	38	2%	-11%	-5%	23%	-2%	13%	-6%	-4%
CCOc1ccc(CCNC(=O)COC(=O)C2CCN(S(=O)(=O)c3ccc(C)c(C)c3)CC2)cc1OCC	0%	0	8%	-2%	1%	-5%	-2%	?	-7%	-1%
CSC1=NCCN1C(=O)c1ccc(S(=O)(=O)N(C)C)cc1	2%	-3	3%	0%	1%	12%	-3%	7%	-6%	-10%
COc1cc(C(=O)NCc2nnc(SCC(=O)NCc3ccccc3)o2)cc(OC)c1OC	0%	-5	.	3%	-12%	6%	-1%	20%	-1%	-2%
COC(=O)c1ccc(N2CCOCC2)c(NC(=O)c2ccc(Br)o2)c1	-1%	2	-1%	1%	1%	27%	0%	5%	6%	.
Cc1ccc2nc(NC(=O)CN3CCOCC3)sc2c1	-1%	3	-1%	3%	-11%	11%	-3%	-8%	.	-20%
COc1ccc(-c2nc(-n3c(C)c(C(C)=O)c(C(C)=O)c3C)sc2C)cc1	-1%	15	-6%	-5%	4%	?	1%	-2%	0%	-3%
Cc1ccc(/C=C2\SC(=S)N(CCC(=O)NNC(=O)c3cccnc3)C2=O)cc1	-1%	-14	2%	-2%	15%	3%	-1%	?	-2%[46.1 µM]	12%
CCC(=O)NC1=C(Nc2ccc(N)cc2)C(=O)c2ccccc2C1=O	-6%	-21	-3%	0%	?	-44%	-18%	-4%	10%	-21%
COc1ccc(CCN(C)c2ccc(C(N)=O)cc2[N+](=O)[O-])cc1OC	-5%	4	-14%	-3%	?	?	7%	-7%	-1%	0%
O=C(CCCN1C(=O)/C(=C/c2ccccc2Cl)SC1=S)NNC(=O)c1ccc(Cl)cc1	5%	5	0%	-3%	-11%	29%	1%	14%	0%	.
CC(NCCC1(C(C)C)CCOC(C)(C)C1)c1cccs1 (stereo not drawn)	-1%	2	-9%	3%	-3%	8%	-4%	6%	-9%	.
COc1ccc2c(c1)OC(O)(C(F)F)CC2=O (stereo not drawn)	1%	11	-8%	0%	0%	9%	-1%	-2%	-8%	11%
O=C(NCCc1ccc(Cl)cc1)c1ccc(NC2=NC3CS(=O)(=O)CC3S2)cc1 (stereo not drawn)	-3%	4	-8%	-11%	-13%	3%	1%	.	0%	-11%
COC(=O)C1=C(C)N(C)C(=O)NC1c1cc(Cl)cc(Cl)c1OC (stereo not drawn)	-1%	6	.	3%	-6%	13%	11%	-9%	-1%	-13%
O=C(Nc1ccc2c(c1)OCO2)c1ccc(Cl)s1	-8%	-6	.	-1%	3%	14%[7.66 µM]	2%	-24%	.	?
CCCCN(C(=O)c1ccc(S(=O)(=O)N2CCOCC2)cc1)C1CCS(=O)(=O)C1 (stereo not drawn)	-4%	1	0%	-2%	.	-6%	-4%	.	-15%	.
C[C@@H](O)[C@@H]1NC(=O)c2cc([N+](=O)[O-])cc(I)c2NCC[C@@H](C(N)=O)NC(=O)CNC1=O	.	17	-12%	-11%	?	1%	-4%	10%	7%	2%
O=C(Nc1cccc(F)c1)C1CCCN(S(=O)(=O)c2cnc[nH]2)C1 (stereo not drawn)	-2%	-1	1%	3%	0%	-23%	1%	-6%	4%	.
CC(C)(C)n1nnnc1C(c1cccs1)N1CCN(c2ccccc2)CC1 (stereo not drawn)	1%	-4	1%	-3%	-8%	16%	?	5%	-27%	-6%
O=C(CCS(=O)(=O)c1ccccc1)Nc1nc2cc3c(cc2s1)OCO3	-1%	2	-23%	-1%	9%	-65%[inhibitor]	-1%	4%	3%	.
O=C(COc1ccccc1-c1ccccc1)NN=C1CCCC1	1%	27	13%	4%	.	-47%[inhibitor]	-15%	-9%	-1%	12%
Cc1cccc(NS(=O)(=O)c2cccs2)n1	1%	10	-1%	3%	0%	-3%	0%	1%	-5%	-1%
O=C(Nc1ccc(NC(=O)C2CC2)cc1)c1ccco1	0%	4	4%	0%	-3%	10%	-4%	8%	0%	-25%
O=C(CC1NCCNC1=O)Nc1ccc(Cl)c(Cl)c1 (stereo not drawn)	-1%	4	0%	0%	-4%[11.5 µM]	1%	-11%	-2%	2%[46.1 µM]	6%
O=C(O)CCCCCNS(=O)(=O)c1c(Cl)cccc1Cl	-5%	-1	0%	0%	-4%	16%	0%	0%	-6%	-5%
COc1ccc(-c2csc3nc(-c4ccccc4F)oc(=O)c23)cc1	-11%	-13	12%	7%	.	-1%	-5%	-3%	1%	.
COC(=O)CC1(c2cccc3ccccc23)C(=O)c2ccccc2C1=O	-6%	-7	-5%	-11%	?	9%	5%	-7%	2%	?
CCOC(=O)c1nn(-c2ccccc2C)c2nc(-c3ccc(C)cc3)c(C#N)c(=O)n12	-1%	.	.	-2%	18%	-2%	1%	-1%	-5%	?
Cc1ncsc1CCSc1n[nH]c(=O)n1-c1ccccc1	-7%	15	-2%	2%	-4%	2%	0%	8%	-1%	?
CC(C)c1ccc(-n2nc3ccc(N)cc3n2)cc1	-2%	5	1%	i	1%	-7%	15%	-10%	-8%	?
Cc1cccc(OCC(=O)NCCN2CCOCC2)c1	-8%	.	.	0%	-6%	10%[7.66 µM]	2%	16%	-2%	-4%
